# NCI-60 one-dose screen, 48 h, at 10 µM unless noted. Numbers give growth in % (100 = growth as untreated, 0 = no growth, -100 = all killed).
# A549/ATCC – A549/ATCC NSCLC. 81,000 tested, 3.7% active. AID 1794740
# M14 – M14 melanoma; 80,000 tested, 6.2% active
# EKVX – EKVX NSCLC; 71,000 tested, 3% active; AID 1794765
# SK-MEL-5 – SK-MEL-5 melanoma; 80,000 tested, 6.4% active
# HOP-62 – HOP-62 NSCLC; 80,000 tested, 3.9% active
# SK-MEL-28 – SK-MEL-28 melanoma; 81,000 tested, 4.1% active
# SK-MEL-2 – SK-MEL-2 melanoma; 77,000 tested, 4.7% active; AID 1794763
# HOP-92 – HOP-92 NSCLC cells. 71,000 tested, 6.3% active. AID 1794738
# The depositor's hits bear a star; . = not tested or not shown; & = joins results of further samples; [ ] = another dose, or the depositor's remark. Rule for the calls: active = growth percent below 10; inactive = the rest.
1	c1cncc(-c2csc(-c3c[nH]c4ccccc34)n2)c1
2	CC(C)(C)c1cc(NC(=O)Nc2ccc(-c3cn4c5c(sc4n3)CCc3cn(CCCN4CCCCC4)cc3-5)cc2)no1
3	CC1CCCNC1 (stereo unspecified)
4	Nc1c(C(=O)N/N=C/c2cccc(OCc3ccccc3)c2)cnn1CC(O)c1ccccc1 (stereo unspecified)
5	C=C1C(=O)O[C@H]2[C@H]1CC/C(COC(=O)NCc1[nH]nc3ccccc13)=C\CC[C@@]1(C)O[C@@H]21
6	CC(=O)n1cc(C2CC(=O)OC3=C2C(=O)CCC3)c2ccccc21 (stereo unspecified)
7	CC(=C1C(=O)NC(=S)NC1=O)c1cc2ccccc2o1
8	O=C1c2ccccc2C(=O)c2c(N=Nc3sc(=O)[nH]c3O)cccc21
9	CN(C)C(=O)N1CCc2ccc([N+](=O)[O-])cc21
10	O=C1NC(=O)C(c2ccc(Cl)cc2)=C1Nc1ccc(C(=O)Nc2ccc(Cl)cc2)cc1
assay / compound	1	2	3	4	5	6	7	8	9	10
SK-MEL-2	97	108	114	90	31	109	101	103	107	46[3.75 µM]
SK-MEL-28	103	-90*	110	88	30	118	119	109	111	86[3.75 µM]
EKVX	51	-80*	115	84	50	98	102	.	.	64[3.75 µM]
M14	86	-94*	100	80	14	96	100	97	104	82[3.75 µM]
A549/ATCC	79	-80*	110	71	46	95	105	90	104	59[3.75 µM]
HOP-62	.	-50*	150	77	49	101	.	95	108	63[3.75 µM]
SK-MEL-5	84	-52*	107	53	26	102	100	100	103	87[3.75 µM]
HOP-92	.	75	107	94	.	93	90	95	106	94[3.75 µM]

11	Cc1cc(-c2ccccc2)[s+]s1
12	Cl/C(=N\Nc1ccccc1)c1ccccc1
13	CCCCCCCCNc1ccccc1
14	NC(=S)N1CCCC1
15	COc1c(-c2c3sc(=O)[nH]c3nc3c2c(=O)[nH]n3C(C)C)cc2c(c1OC)OCO2
16	CCCCCOC(=O)c1ccc(NC(=O)CN(CC)CC)cc1
17	Cn1c(I)c(C#C[Si](C)(C)C)c(=O)n(C(=O)c2ccccc2)c1=O
18	O=C(/C=C/c1ccccc1)C/C(=N/O)C(=O)NO
19	CCN1C(=O)N(CC)C2C1NN=c1s/c(=C\c3cnc(C)n3C)c(=O)n12 (stereo unspecified)
20	Cc1cccc(N2CCN(C(=S)c3ccc4c(c3)OCO4)CC2)c1
assay / compound	11	12	13	14	15	16	17	18	19	20
SK-MEL-2	106	97	120	91	85	95	81	112	39	9.2*
SK-MEL-28	99	101	109	103	112	104	-66*	109	43	54
EKVX	.	.	103	.	.	96	91	110	50	47
M14	102	106	120	102	94	94	-55*	124	5.0*	-4.9*
A549/ATCC	113	85	103	83	96	89	80	120	16	32
HOP-62	104	96	96	101	94	71	59	115	34	29
SK-MEL-5	94	94	106	106	102	84	55	101	18	6.1*
HOP-92	83	98	.	104	72	53	-27*	99	43	74

21	CN(C)c1ccc(C(=O)Oc2ccc([N+](=O)[O-])cc2)cc1
22	CCn1c(=S)[nH]c2c1c(=O)n(C)c(=O)n2C
23	CN1C(=O)CSc2ccc3nsnc3c21
24	CCN(CC)CCCOc1ccc2ncnc(Nc3ccc(Oc4cccc(C(F)(F)F)c4)c(Cl)c3)c2c1
25	CC(C)CC(C)C1CCC(C)C1CCC(C)OC=O (stereo unspecified)
26	O=C(O)Cc1ccc(-c2ccccc2)cc1
27	c1ccc(-c2nc(-c3ccccc3)n(-c3nocc3-c3ccco3)n2)cc1
28	O=C(Nc1cccc(OC(F)(F)F)c1)Nc1ccc2oc(=O)ccc2c1
29	COc1cccc(-n2cc(C#N)c(N)c2C(=O)c2ccc(Cl)cc2)c1
30	COc1ccc(N=c2nc3sc4cccc(Cl)c4n3c(N)c2C#N)cc1
assay / compound	21	22	23	24	25	26	27	28	29	30
SK-MEL-2	103	112	95	-15*	97	112&96	120	90	101	100
SK-MEL-28	106	110	84	-89*	105	105&112	112	82	101	111
EKVX	110	104	82	23	98	107&109	104	65	96	77
M14	104	98	109	-72*	97	108&97	96	67	92	104
A549/ATCC	88	104	96	5.6*	89	94&101	111	54	97	102
HOP-62	100	98	87	14	93	103&107	100	91	106	82
SK-MEL-5	103	101	105	-100*	98	93&108	105	56	93	91
HOP-92	106	99	100	27	93	103&116	.	58	87	93

31	O=c1cnc2ccccc2[nH]1
32	COc1cccc2c1O/C(=C\c1ncc([N+](=O)[O-])n1C)C2=O
33	CCCCC(=O)NCCNc1nccc(Nc2ccc(S(=O)(=O)Nc3ccccn3)cc2)n1
34	O=C1c2ccccc2C(=O)N1/N=C/c1cc(Cl)cc(Cl)c1O
35	CSc1ccc2c(c1)N(C(=O)/C(C#N)=C/c1cccs1)c1ccccc1S2
36	CC(C)CSc1nc(-c2ccc(F)cc2)c(C#N)c(N2CCN(C)CC2)n1
37	CC(=O)c1ccc(NC(=O)CSc2nnc(-c3cc(-c4ccc(Cl)cc4)nc4ccccc34)o2)cc1
38	O=C(c1ccccc1O)N1CCCC1
39	COc1ccc(CCC(=O)O)cc1
40	O=[N+]([O-])c1cc(C(F)(F)F)ccc1Sc1ccc(C(F)(F)F)cc1[N+](=O)[O-]
assay / compound	31	32	33	34	35	36	37	38	39	40
SK-MEL-2	106	-51*	102	94	92	96	87	93	96	73
SK-MEL-28	116	-25*	118	105	91	93	107	99	108	81
EKVX	113	.	108	.	87	91	97	98	108	87
M14	104	-62*	100	106	99	90	78	96	101	49
A549/ATCC	98	-24*	108	106	82	93	77	75	88	93
HOP-62	109	-28*	103	100	88	91	81	90	94	95
SK-MEL-5	107	-92*	109	100	88	88	90	105	99	83
HOP-92	105	-37*	99	.	.	63	94	95	81	120

41	COc1nc2c(c(=O)n1C)C1(C(=O)Nc3ccccc31)c1c(nc(OC)n(C)c1=O)N2
42	COc1cc(OC)c([N+](=O)[O-])cc1Cl
43	CCCCc1ccc(-c2nn[nH]n2)nc1
44	C[C@H]1[C@H](C)CC[C@]2(C(=O)O)CC[C@]3(C)C(=CC[C@@H]4[C@@]5(C)C/C(=C/O)C(=O)C(C)(C)[C@@H]5CC[C@]43C)[C@H]12
45	CCCCN=C(N)N=C(N)N
46	CCCCOC(=O)/C=C/c1ccc2c(OC)cc(/C=C/C(=O)OCCCC)c3c2c1C(=O)N(CCCC)C3=O
47	Fc1ccccc1[C@@H]1Nc2c(ccc3cccnc23)[C@@H]2C=CC[C@@H]21
48	O=C(CCN1CCCC1)c1cccs1
49	O=C(CN1CCN(Cc2ccccc2)CC1)N1c2cccc3cccc(c23)N(C(=O)CN2CCN(Cc3ccccc3)CC2)C1c1cn(-c2ccccc2)nc1-c1cccc([N+](=O)[O-])c1
50	CCCCCCOC(=O)Nc1ccc(OCC)cc1
assay / compound	41	42	43	44	45	46	47	48	49	50
SK-MEL-2	99	126	.	87	133&107	94	101	106	97	100
SK-MEL-28	101	111	103	86	107&111	100	118	136	107	108
EKVX	94	63	104	103	95&100	92	96	99	78	86
M14	98	99	100	92	103&104	92	108	92	93	102
A549/ATCC	86	102	95	76	107&97	95	99	109	89	102
HOP-62	102	109	103	90	101&109	88	82	95	86	103
SK-MEL-5	.	99	98	64	114&117	77	96	104	99	102
HOP-92	96	100	98	90	152&116	81	89	95	87	94

# Only A549/ATCC, for some of the entries so far:
no. | smiles | A549/ATCC
46 | CCCCOC(=O)/C=C/c1ccc2c(OC)cc(/C=C/C(=O)OCCCC)c3c2c1C(=O)N(CCCC)C3=O | 95
43 | CCCCc1ccc(-c2nn[nH]n2)nc1 | 95
42 | COc1cc(OC)c([N+](=O)[O-])cc1Cl | 102
44 | C[C@H]1[C@H](C)CC[C@]2(C(=O)O)CC[C@]3(C)C(=CC[C@@H]4[C@@]5(C)C/C(=C/O)C(=O)C(C)(C)[C@@H]5CC[C@]43C)[C@H]12 | 76

# (cont.)
51	O=[N+]([O-])c1cnc(N2CCN(Cc3cccc(Cl)c3)CC2)nc1N1CCN(Cc2cccc(Cl)c2)CC1
52	CC(=O)N1N=C(c2cccc(Nc3ccncc3)c2)CC1c1ccc(F)cc1 (stereo unspecified)
53	COc1cc(Br)c(-c2nc(-c3ccccc3)c(-c3ccccc3)n2Cc2ccccc2)cc1OC
54	CCOC(=O)c1sc(NC(=O)Nc2ccccc2)nc1C
55	O=C(NCO)c1ccccc1O
56	CC(C)C(=O)Cc1ccncc1
57	Cc1c(Cl)cccc1NC(=O)CCCl
58	N#C/C(=C/C=C/c1cccc(Cl)c1)S(=O)c1ccccc1 (stereo unspecified)
59	O=c1[nH]c(=O)c2[nH]c(=S)n(-c3ccccc3)c2[nH]1
60	Cc1ccc(S(=O)(=O)c2ccccc2)cc1
assay / compound	51	52	53	54	55	56	57	58	59	60
SK-MEL-2	93	105	45	22	105	103	103	-12*	90	39
SK-MEL-28	101	101	91	96	109	107	108	-61*	117	60
EKVX	89	90	48	103	146	102	106	-56*	100	77
M14	97	97	53	246	99	104	97	-53*	96	15
A549/ATCC	80	98	37	90	107	98	93	1.8*	104	42
HOP-62	106	94	92	.	98	108	87	-17*	95	44
SK-MEL-5	85	91	54	100	100	104	104	-70*	105	24
HOP-92	84	74	46	37	93	.	103	-61*	.	59

61	COC(=O)[C@]12CCC(C)(C)C[C@H]1C1=CC[C@@H]3[C@@]4(C)Cc5c(n(CC#CCN6CCNCC6)c6ccccc56)C(C)(C)[C@@H]4CC[C@@]3(C)[C@]1(C)CC2
62	COc1ccc2cn3c4ccc(O)cc4[nH]c(=O)c3c2c1
63	ClC1=NC2NN=C(c3cccc(Cl)c3)N2c2nc[nH]c21 (stereo unspecified)
64	C#CCn1c2c(c3ccccc31)C[C@]1(C)[C@H]3CC=C4[C@@H]5CC(C)(C)CC[C@]5(C(=O)OC)CC[C@@]4(C)[C@]3(C)CC[C@H]1C2(C)C
65	COc1cc2ncn3c(=O)[nH]nc3c2cc1OC
66	COc1cc(/C=N/NC(=O)Cn2c(C(C)C)nc3ccccc32)ccc1OCC(=O)NN
67	Cc1ccc(-c2cc(C3(O)CCC4COC3O4)on2)cc1 (stereo unspecified)
68	O=C(/C=C/c1ccccc1)Oc1ccc(/C=C/c2cc(OC(=O)/C=C/c3ccccc3)cc(OC(=O)/C=C/c3ccccc3)c2)cc1
69	O=c1c2ccccc2nc(CN2CCCCC2)n1/N=C/c1ccc(Cl)cc1
70	Cc1ccc(-c2csc(Nc3ccc4nc5n(c(=O)c4c3)CCC5)n2)cc1
assay / compound	61	62	63	64	65	66	67	68	69	70
SK-MEL-2	112	.	107	111	112	130	104	105	112	113
SK-MEL-28	109	25	100	115	118	112	110	107	105	106
EKVX	92	39	89	98	111	103	97	99	93	100
M14	106	-2.7*	98	103	104	102	97	100	99	102
A549/ATCC	105	19	93	101	102	103	73	84	101	100
HOP-62	101	26	96	96	93	95	83	83	97	107
SK-MEL-5	100	11	103	100	104	110	100	107	101	98
HOP-92	106	.	94	95	.	100	93	96	65	124

# Compounds listed so far with fluorine, in the order listed:
24	CCN(CC)CCCOc1ccc2ncnc(Nc3ccc(Oc4cccc(C(F)(F)F)c4)c(Cl)c3)c2c1
28	O=C(Nc1cccc(OC(F)(F)F)c1)Nc1ccc2oc(=O)ccc2c1
36	CC(C)CSc1nc(-c2ccc(F)cc2)c(C#N)c(N2CCN(C)CC2)n1
40	O=[N+]([O-])c1cc(C(F)(F)F)ccc1Sc1ccc(C(F)(F)F)cc1[N+](=O)[O-]
47	Fc1ccccc1[C@@H]1Nc2c(ccc3cccnc23)[C@@H]2C=CC[C@@H]21
52	CC(=O)N1N=C(c2cccc(Nc3ccncc3)c2)CC1c1ccc(F)cc1 (stereo unspecified)
assay / compound	24	28	36	40	47	52
SK-MEL-2	-15*	90	96	73	101	105
SK-MEL-28	-89*	82	93	81	118	101
EKVX	23	65	91	87	96	90
M14	-72*	67	90	49	108	97
A549/ATCC	5.6*	54	93	93	99	98
HOP-62	14	91	91	95	82	94
SK-MEL-5	-100*	56	88	83	96	91
HOP-92	27	58	63	120	89	74

# Next entries follow:
71	Cc1[nH]nc2c1C(c1cc(=O)oc3ccc(Cl)cc13)C(C#N)=C(N)O2 (stereo unspecified)
72	C=C1CC[C@@H]2C(C)(C)[C@H](O)CC[C@@]2(C)[C@@H]1COc1ccc2ccc(=O)oc2c1
73	O=C1CCCCC1C(=O)C(F)(F)F (stereo unspecified)
74	CC1=CCC(OC(O)CCC(O)(C(=O)OC2(C)C=CC(O)(C(C)C)CC2)C(C)C)(C(C)C)CC1 (stereo unspecified)
75	COc1cc(CCC(=O)O)on1
76	COc1ccc(/C=C/C(=O)c2ccc(NC(=O)CSc3nc4[nH]c(=O)n(C)c(=O)c4[nH]3)cc2)cc1OC
77	COc1ccc(C(=O)c2ccc(C)cc2)c(O)c1
assay / compound	71	72	73	74	75	76	77
SK-MEL-2	103	64	126	110	107	108	.
SK-MEL-28	108	74	111	110	123	94	94
EKVX	99	58	99	95	112	100	82
M14	95	53	97	105	100	91	94
A549/ATCC	83	51	98	102	126	86	.
HOP-62	100	46	91	104	99	.	102
SK-MEL-5	97	19	113	101	109	95	83
HOP-92	89	72	96	108	73	78	61

# Screens (PubChem)
